IMPase Li inh = qHTS Assay for Identifying the Cell-Membrane Permeable IMPase Inhibitors: Potentiation with Lithium. Potency, µM (doses to about 59.4 µM), for inactives: at the highest dose activity, negative = IMPase inhibition, usual class: inhibitors. AID 1457, 2008. actives 0.35% (n = 210,000). CHO-M1 cells, IP1 TR-FRET (IP-One), carbachol + lithium;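 note: IP1 builds up when IMPase is blocked and the TR-FRET signal falls; potency is the fitted concentration of half-maximal effect; plate controls were basal vehicle for no effect and high inhibitor control for full effect; nearly all actives have a fitted effect of over 50% in size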
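Readout is a homogeneous TR-FRET IP1 immunoassay (Ex 320, Em 665 and 620), where raised cytosolic IP1 lowers signal. Cells were CHO-M1 treated 30 min at 37C with test compounds plus a little lithium; AC50 values came from Hill-equation fitting.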
CBFb-RUNX1 inh = qHTS Assay for Compounds Blocking the Interaction Between CBF-beta and RUNX1 for the Treatment of Acute Myeloid Leukemia. Runt-related transcription factor 1 (Homo sapiens) + Core-binding factor subunit beta …. AlphaScreen CBFb-His/RUNX1-biotin binding, biochemical. Potency, µM (highest dose often 59.8 µM), for inactives: top-dose activity, negative = inhibition, most hits filed as inhibitors. 230,000 tested, under 10 active. AID 1477, 2009; note: % of control where 0% means no effect
Target sequence (Q01196 whole entry, looked up): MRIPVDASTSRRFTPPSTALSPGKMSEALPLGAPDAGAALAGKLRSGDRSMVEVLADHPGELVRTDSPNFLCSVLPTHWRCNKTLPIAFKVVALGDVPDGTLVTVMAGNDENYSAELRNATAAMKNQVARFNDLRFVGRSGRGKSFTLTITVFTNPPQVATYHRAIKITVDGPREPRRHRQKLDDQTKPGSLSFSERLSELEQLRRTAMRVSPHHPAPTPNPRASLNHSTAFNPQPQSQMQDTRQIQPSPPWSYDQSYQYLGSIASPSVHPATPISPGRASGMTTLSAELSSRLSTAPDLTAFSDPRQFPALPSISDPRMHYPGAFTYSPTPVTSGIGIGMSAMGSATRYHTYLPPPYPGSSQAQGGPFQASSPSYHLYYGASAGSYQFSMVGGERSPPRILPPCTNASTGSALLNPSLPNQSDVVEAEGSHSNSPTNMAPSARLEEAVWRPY
Target sequence (Q13951 whole entry, looked up): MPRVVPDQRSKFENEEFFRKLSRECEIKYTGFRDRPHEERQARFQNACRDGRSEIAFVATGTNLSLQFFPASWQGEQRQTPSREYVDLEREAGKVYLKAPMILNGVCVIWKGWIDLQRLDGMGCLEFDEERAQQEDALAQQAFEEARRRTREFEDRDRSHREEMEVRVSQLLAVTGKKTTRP
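Proteins preincubated together for 20 min at RT before compound addition; 15 min later, nickel and streptavidin beads were added and left 90 min prior to AlphaScreen measurement.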
aGal spleen mod = qHTS Assay for Inhibitors and Activators of Human alpha-Galactosidase From Spleen Homogenate. human spleen homogenate, 4MU-alpha-Gal fluorescence, 40 min. Potency, µM (series often up to 80 µM), for inactives: top-dose activity change, negative = inhibition, actives largely listed as inhibitors. actives 0.008% (n = 240,000);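 note: potency is the fitted concentration of half-maximal effect; 0% = enzyme with vehicle and -100% = no enzyme basal signal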
Target sequence (P06280 32-429 limits assumed): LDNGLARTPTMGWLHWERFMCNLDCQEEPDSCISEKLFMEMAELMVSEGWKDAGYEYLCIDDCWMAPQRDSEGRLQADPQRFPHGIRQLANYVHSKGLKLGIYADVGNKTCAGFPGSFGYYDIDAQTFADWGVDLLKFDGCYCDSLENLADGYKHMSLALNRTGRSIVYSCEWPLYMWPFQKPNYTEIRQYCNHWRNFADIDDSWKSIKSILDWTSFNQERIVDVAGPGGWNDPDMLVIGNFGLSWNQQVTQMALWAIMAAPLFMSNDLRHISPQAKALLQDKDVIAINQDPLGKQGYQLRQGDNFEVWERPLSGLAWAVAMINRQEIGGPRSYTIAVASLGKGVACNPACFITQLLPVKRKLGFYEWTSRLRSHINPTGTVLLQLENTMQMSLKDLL
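qHTS titration in buffer at pH 5.0. Alpha-galactosidase activity in spleen homogenate was measured via 4-methylumbelliferone release from 1 mM fluorogenic substrate after 40 min at 37C and a pH 10 stop. AC50 came from Hill fits of control-normalized data.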
Lamin A splicing = qHTS Assay for Modulators of Lamin A Splicing; actives 0.01% (n = 200,000); AID 1487, 2009; HeLa LMNA splicing GFP/RFP minigene ratio, 48 h; Potency, µM (titrated, usually from 46.1 µM), for the others: top-dose ratio change, negative = inhibition, hits mostly inhibitors; active = well fitted inhibition curve with a large enough effect in the signal ratio, with a control signal flat, not every such curve was filed as active; inconclusive = small, poorly fitted or top-dose-only effect, or effect the other way, or a change in a side signal; the % refers to the signal ratio; note: potency is the fitted concentration of half-maximal effect; % is set by controls: 0 for no effect and ±100 for the full control effect
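S3 HeLa cells stably expressing lamin A-EGFP splicing minigene plus DsRed2, 600 cells/well, 48 h compound exposure at 37C. Laser-scanning cytometry; analysed as GFP (500-530 nm)/RFP (575-640 nm) total intensity ratio; 0.5% DMSO vehicle.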
Epigenetic reg = Quantitative High-Throughput Screen for Regulators of Epigenetic Control | Potency, µM (doses to about 53.9 µM), without a hit: at the highest dose GFP activation, hits mostly activators | murine LDR cells, GFP reporter derepression, 30 h | AID 1865, 2009 | actives 0.2% (n = 280,000); note: potency is the fitted concentration of half-maximal effect; % of control where 0% means no effect; nearly all actives have a fitted effect of over 60% in size
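Derepression of a silenced CMV-GFP reporter in murine LDR cells is scored by enumerating GFP-positive cells with a laser-scanning microplate cytometer after 30 hours of treatment at 37 C.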
KinaseGlo FLuc = Counterscreen for Luciferase (Kinase-Glo TM) Inhibition. Kinase-Glo luciferase, ATP luminescence, 8 min. Potency, µM (doses to about 38.3 µM), without a hit: top-dose activity change, negative = inhibition, most hits filed as inhibitors. actives 0.28% (n = 200,000); note: potency is the fitted concentration of half-maximal effect; % is set by controls: 0 for no effect and ±100 for the full control effect; nearly all actives have a fitted effect of over 60% in size
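Compounds were added to a substrate mix at pH 7.2 (50 mM imidazole, 10 uM ATP, within the enzyme's linear range), followed by Kinase-Glo detection reagent; luminescence was measured after 8 minutes at ambient temperature.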
NPSR antagonist = qHTS Assay for Antagonists of the Neuropeptide S Receptor: cAMP Signal Transduction | Q6W5P4 | CHO-NPSR cells, cAMP TR-FRET, antagonist mode | Potency, µM (titrated, usually from 38.3 µM), for inactives: at the highest dose activity change, negative = inhibition, usual class: inhibitors | actives 1% (n = 220,000); note: potency is the fitted concentration of half-maximal effect; % is set by controls: 0 for no effect and ±100 for the full control effect; nearly all actives have a fitted effect of over 50% in size; many of its hits are not listed in these tables
Starred values were filed as active, the others as inactive; ? = inconclusive; · = no result given; [ ] = remark or other dose. Unless noted, calls come from the whole dose curve; as a rule, active = well fitted curve in the direction sought with a large enough effect; inconclusive = small, poorly fitted or top-dose-only effect, or another doubt; inactive = no such curve, though single readings can be large; an effect the other way counts as inactive or inconclusive. Some of the compounds tested; the hit share may differ from the screen's.

| cpd | SMILES | IMPase Li inh | CBFb-RUNX1 inh | aGal spleen mod | Lamin A splicing |
| --- | --- | --- | --- | --- | --- |
| 1 | COc1cc(CNC(C)(C)CO)ccc1OCC(=O)Nc1ccc(Br)cc1 | -8%[38.3 µM] | -2% | 4% | 12% |
| 2 | O=C(O)CSc1nnc(C2CC2)n1-c1ccccc1 | 13%[38.3 µM] | 6% | 3% | 8% |
| 3 | COc1cc(SC)ccc1C(=O)OC1CCOC1=O (configuration not stated) | -1%[38.3 µM] | 2% | 1% | 0% |
| 4 | Nc1cc(N)nc(SCC(=O)N2CCCCC2)n1 | -1%[38.3 µM] | 19% | -1% | 2% |
| 5 | CCC(=O)Nc1cccc(C2=NOC3(C2)C[C@@H](C(N)=O)N(C(=O)c2cc([N+](=O)[O-])cc([N+](=O)[O-])c2C)C3)c1 (some centres not stated) | · | 6% | 16% | · |
| 6 | Cc1ccc(N=C2CCCN2Cc2ccccc2)c(C#N)c1 | 7% | 0% | 1% | -3% |
| 7 | CC1CCCC(NC(=O)COC(=O)/C=C/c2ccc(S(=O)(=O)N3CCOCC3)cc2)C1C (configuration not stated) | · | 22% | 4% | · |
| 8 | Fc1ccc(Oc2cnc3ccccc3n2)cc1 | 13% | 17% | 1% | 7%[46 µM] |
| 9 | CC(C(=O)N1CCCc2ccccc21)N1C(=O)c2ccccc2C1=O (configuration not stated) | -3% | 5% | 3% | -7% |
| 10 | CCOC(=O)c1ccc(NC(=O)CNC(=O)c2ccccc2)cc1 | 1%[38.3 µM] | 3% | 13% | 3%[0.0737 µM] |
| 11 | COc1ccc(-c2csc(NC(=O)c3ccc(S(=O)(=O)N4CCc5ccccc5C4)cc3)n2)c(OC)c1 | 5% | 0% | 1% | ? |
| 12 | Cc1ccccc1C(=O)NNC(=S)Nc1cccc(C(F)(F)F)c1 | -5% | -12% | 5% | ? |

| cpd | Epigenetic reg | KinaseGlo FLuc | NPSR antagonist |
| --- | --- | --- | --- |
| 1 | -2.3% | 4% | -8%[46.1 µM] |
| 2 | -1.1% | 2% | 0%[46.1 µM] |
| 3 | 0.8% | 1% | 16%[46.1 µM] |
| 4 | -1.9% | -7% | 1%[46.1 µM] |
| 5 | -4.8% | · | 15% |
| 6 | -1.0% | 3% | -7% |
| 7 | 1.4% | · | 11% |
| 8 | -5.3% | 2% | 8% |
| 9 | -2.0% | 1% | -8%[46.1 µM] |
| 10 | -0.9% | -3% | -10%[46.1 µM] |
| 11 | 3.7% | 1% | 7% |
| 12 | 4.8% | -1% | 9% |

Next records follow:
| cpd | SMILES | IMPase Li inh | CBFb-RUNX1 inh | aGal spleen mod | Lamin A splicing |
| --- | --- | --- | --- | --- | --- |
| 13 | c1cc2c(cc1C1CCCCC1)c1c3n2CCCNC3CCC1 (configuration not stated) | 4% | -2% | 1% | ? |
| 14 | Cc1ccc(CNC(=O)COC(=O)CSc2ccc(Br)cc2C)cc1 | -7% | -7% | -5% | -9% |
| 15 | CCCC1=[N+](CC(C)=O)CCn2c(C)ccc21 | -3% | 6% | 5% | 5%[46 µM] |
| 16 | c1ccc(Cc2nnc(-c3ccccc3)o2)cc1 | -1%[38.3 µM] | ? | 13% | 19% |
| 17 | Fc1ccccc1CNc1ccc(Cl)c(Cl)c1 | 10%[38.3 µM] | 18% | 9% | -17% |
| 18 | CN(C)c1cc(NC(=O)CN2CCOCC2)c2ccccc2n1 | · | 2% | ? | 10%[46 µM] |
| 19 | Cn1c(=O)c2c(nc(SCCN3CCOCC3)n2Cc2cccc3ccccc23)n(C)c1=O | 5%[38.3 µM] | -4% | 10% | 15% |
| 20 | S=C1NC[C@H](c2ccccc2)N1CC1CCCCC1 | 1% | -1% | 2% | · |
| 21 | NS(=O)(=O)c1ccc(NC(=O)CCc2ccccc2)cc1 | -9%[38.3 µM] | 0% | -5% | 11% |
| 22 | O=C(Cc1cccs1)N/N=C/C=C/c1ccccc1 | -5% | -5% | -8% | -6% |
| 23 | CCOC(=O)c1nn(-c2ccccc2)c(C)c1C(C)=O | 31%[activator][38.3 µM] | 1% | -5% | 17% |
| 24 | COc1ccc(Oc2ncc3nc(-c4ccc(Cl)cc4)c(=O)n(C4CC4)c3n2)cc1 | 1% | · | 12% | ? |

| cpd | Epigenetic reg | KinaseGlo FLuc | NPSR antagonist |
| --- | --- | --- | --- |
| 13 | 0.0% | 1% | ? |
| 14 | -1.1% | 4% | 16% |
| 15 | 0.1% | -4% | 17% |
| 16 | 8.8% | -6% | 29%[46.1 µM] |
| 17 | -2.3% | -2% | -5%[46.1 µM] |
| 18 | -3.0% | · | 13% |
| 19 | -0.4% | 2% | -21%[46.1 µM] |
| 20 | 0.4% | · | 10% |
| 21 | -1.1% | 5% | -10%[46.1 µM] |
| 22 | 0.0% | -1% | -6%[46.1 µM] |
| 23 | 1.6% | -2% | 1%[46.1 µM] |
| 24 | · | · | · |

Continuation:
| cpd | SMILES | IMPase Li inh | CBFb-RUNX1 inh | aGal spleen mod | Lamin A splicing |
| --- | --- | --- | --- | --- | --- |
| 25 | Cc1cccc(N(C)C(=O)C2CCCN2S(=O)(=O)c2cccc3nsnc23)c1 (configuration not stated) | · | 9% | 2% | · |
| 26 | CCOC(=O)c1ccc(NC(=O)Cn2nnc(-c3ccc(C)cc3)n2)cc1 | -2%[38.3 µM] | 1% | -19% | 1% |
| 27 | Cc1ccc(S(=O)(=O)c2c(N)n(CCC(C)C)c3nc4ccccc4nc23)cc1 | 20%[38.3 µM] | 25% | ? | -14% |
| 28 | COc1ccc(CNCC(=O)Nc2ccccc2-n2cccc2)cc1 | 14% | -20% | 2% | -11%[46 µM] |
| 29 | CCOc1ccc(/C=N/Nc2ccccn2)cc1 | 11% | -17% | -2% | · |
| 30 | O=C(CCCN1C(=O)/C(=C/c2cccs2)SC1=S)Nc1ccccn1 | 22% | -4% | -13% | · |
| 31 | COc1ccc(CCn2c(-c3ccco3)nc3ccccc3c2=O)cc1OC | 21%[38.3 µM] | 3% | -4% | ? |
| 32 | COc1ccc(CCNC(=O)C2CC3Cn4c(nc5cc6ccccc6cc54)C3N2C)cc1 (configuration not stated) | · | 9% | 7% | · |
| 33 | CC(=O)NC(=O)COC(=O)/C=C/c1c(C)nn(Cc2c(Cl)cccc2Cl)c1Cl | 50%[activator][38.3 µM] | 7% | 22% | 9% |
| 34 | COc1ccc(S(=O)(=O)Cc2ccc(C(=O)NCCc3ccc(S(N)(=O)=O)cc3)o2)cc1 | 14%[38.3 µM] | -2% | 3% | -2% |
| 35 | CC1CC1C(=O)Nc1cc(S(=O)(=O)N2CCOCC2)ccc1N1CCCC1 (configuration not stated) | 11% | -1% | -4% | 19%[46 µM] |
| 36 | COc1ccccc1N1CCN(CCC(=O)Nc2ccc3c(c2)OCO3)CC1 | -13%[38.3 µM] | -2% | 1% | 4% |

| cpd | Epigenetic reg | KinaseGlo FLuc | NPSR antagonist |
| --- | --- | --- | --- |
| 25 | 1.6% | · | 6% |
| 26 | 0.0% | -3% | 0%[46.1 µM] |
| 27 | -0.3% | 5% | ? |
| 28 | -3.8% | 2% | -9% |
| 29 | 1.1% | 10µM* | 3% |
| 30 | -1.1% | 1% | 52% |
| 31 | -0.8% | 4% | -18%[46.1 µM] |
| 32 | -0.1% | · | -11% |
| 33 | -0.5% | -3% | ? |
| 34 | 0.7% | 3% | 5%[46.1 µM] |
| 35 | -1.7% | -1% | 5% |
| 36 | -0.2% | 0% | 3%[46.1 µM] |

Other compounds follow:
| cpd | SMILES | IMPase Li inh | CBFb-RUNX1 inh | aGal spleen mod | Lamin A splicing |
| --- | --- | --- | --- | --- | --- |
| 37 | CNC(=O)COC(=O)COc1ccc2c(C)cc(=O)oc2c1 | -18% | -2% | 9% | -9%[46 µM] |
| 38 | COc1ccccc1NC(=S)NC(=O)/C=C/c1ccco1 | -4% | ? | -9% | -22% |
| 39 | CCc1cc[n+](CC(=O)Nc2ccc(Cl)cc2Cl)cc1 | 19% | -3% | 0% | 11%[46 µM] |
| 40 | CCOC(=O)c1c(NC(=O)CC2SC(N)=NC2=O)sc2c1CCCC2 (configuration not stated) | 0%[38.3 µM] | -2% | -6% | -11% |
| 41 | CC(C)C(=O)Nc1cccc(NC(=O)c2cccc(F)c2)c1 | -1% | 3% | -3% | 7%[46 µM] |
| 42 | COc1cccc(C(=O)N2CCN(Cc3ccco3)CC2)c1OC | 4%[38.3 µM] | 11% | 3% | 0% |
| 43 | O=C(CSc1nccc(=O)[nH]1)Nc1ccc(Br)c(Cl)c1 | -12%[38.3 µM] | 4% | 4% | ? |
| 44 | CN(C(=O)COc1ccccc1)C1CCS(=O)(=O)C1 (configuration not stated) | -1% | -5% | 0% | · |
| 45 | NC(=O)COC(=O)c1ccc(Cl)c(S(=O)(=O)N(Cc2ccccc2)c2ccc(Cl)cc2)c1 | · | -13% | 0% | -14% |
| 46 | COc1ccc(C(CC(=O)Nc2cc(OC)cc(OC)c2)n2cccc2)cc1 (configuration not stated) | 10% | -28% | 6% | -15% |
| 47 | Cc1cc(C)c(C(N)=O)c(NC(=O)Nc2ccccc2)n1 | 7%[38.3 µM] | 4% | 11% | 24% |
| 48 | Cc1cc(CNC(=S)Nc2cccc(Cl)c2Cl)nn1C | 2% | 13% | 2% | · |
| 49 | CCOc1ccc(NC(=O)c2ccccc2OCC(=O)c2ccc(C)cc2)cc1 | 43%[activator][38.3 µM] | 3% | 6% | 14% |
| 50 | O=C(NCc1cccnc1)C(=O)NCC(c1ccco1)N1CCN(c2ccccc2F)CC1 (configuration not stated) | -3% | -2% | 0% | ? |

| cpd | Epigenetic reg | KinaseGlo FLuc | NPSR antagonist |
| --- | --- | --- | --- |
| 37 | -0.1% | -4% | 16% |
| 38 | 3.8% | -4% | -29% |
| 39 | 0.0% | -1% | 11% |
| 40 | -1.1% | -2% | ? |
| 41 | 0.3% | -1% | 1% |
| 42 | 0.0% | -2% | -19%[46.1 µM] |
| 43 | 0.1% | -7% | 11%[46.1 µM] |
| 44 | 6.7% | 1% | 4% |
| 45 | 2.6% | · | ? |
| 46 | 0.0% | -2% | -8% |
| 47 | -1.2% | -1% | -1%[46.1 µM] |
| 48 | 1.3% | 1% | 1% |
| 49 | -1.0% | -3% | -9%[46.1 µM] |
| 50 | -0.1% | 1% | -3% |

Compound activity: PubChem, National Center for Advancing Translational Sciences (NCATS)
